# Screens deposited in PubChem by National Center for Advancing Translational Sciences (NCATS).
# BAZ2B inh: qHTS Assay for Inhibitors of BAZ2B; Bromodomain adjacent to zinc finger domain protein 2B (Homo sapiens), Q9UIF8; Potency, µM (titrated, usually from 114 µM), without a hit: at the top dose activity change, negative = inhibition, hits mostly inhibitors; AlphaScreen BAZ2B-H3K14Ac peptide displacement; hit rate 4.4% among 360,000; AID 504333, 2011; further: on the % scale 0 is the no-effect control and ±100 the full control effect; nearly all actives have a fitted effect of over 60% in size
#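 AlphaScreen displacement: compounds (up to 110uM) incubated 30 min at room temperature with a preformed 50 nM BAZ2B/50 nM biotinylated H3K14Ac peptide complex in PBS pH 7.4 with Tween-20. Donor and acceptor beads at 10 ug/mL final added, 20 min light-protected before reading.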
# Pol iota inh: qHTS for Inhibitors of Polymerase Iota; DNA polymerase iota (Homo sapiens), Q9UNA4; Pol iota fluorescent replication assay, 10 min; Potency, µM (titrated, usually from 115 µM), inactives show at the highest dose activity, negative = inhibition, actives largely listed as inhibitors; hit rate 1% among 390,000; AID 588590, 2011
# Target sequence (Q9UNA4 whole entry, looked up): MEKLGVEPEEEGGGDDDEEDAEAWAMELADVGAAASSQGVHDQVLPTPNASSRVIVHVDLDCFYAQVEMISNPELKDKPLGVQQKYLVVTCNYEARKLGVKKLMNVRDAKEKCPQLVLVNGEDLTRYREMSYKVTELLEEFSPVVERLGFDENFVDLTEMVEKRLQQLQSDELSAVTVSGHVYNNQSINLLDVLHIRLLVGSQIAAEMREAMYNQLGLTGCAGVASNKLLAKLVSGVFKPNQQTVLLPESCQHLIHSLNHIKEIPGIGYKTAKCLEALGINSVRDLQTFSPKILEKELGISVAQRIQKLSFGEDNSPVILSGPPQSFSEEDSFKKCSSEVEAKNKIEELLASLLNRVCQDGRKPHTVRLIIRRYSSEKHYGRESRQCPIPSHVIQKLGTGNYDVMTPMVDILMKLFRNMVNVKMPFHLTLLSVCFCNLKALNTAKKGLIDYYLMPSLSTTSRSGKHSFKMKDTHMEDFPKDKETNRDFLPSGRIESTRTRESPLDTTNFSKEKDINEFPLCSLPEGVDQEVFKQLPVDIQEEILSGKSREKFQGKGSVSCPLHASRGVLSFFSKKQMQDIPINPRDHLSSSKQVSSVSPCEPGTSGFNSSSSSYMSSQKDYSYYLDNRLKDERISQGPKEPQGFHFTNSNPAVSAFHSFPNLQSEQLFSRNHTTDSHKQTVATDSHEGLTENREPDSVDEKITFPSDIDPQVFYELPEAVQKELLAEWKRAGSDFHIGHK
#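 Fluorescent replication assay read twice, at 0 min and 10 min after adding 50 nM (final) substrate. Enzyme (10 nM) and compounds were first incubated 15 min at room temperature; enzyme-free buffer wells were negative controls.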
# Pol kappa inh: qHTS for Inhibitors of Polymerase Kappa; DNA polymerase kappa (Homo sapiens), Q9UBT6; purified Pol kappa, fluorescent DNA synthesis assay, 10 min; Potency, µM (doses to about 107 µM), for inactives: at the top dose activity, negative = inhibition, actives largely listed as inhibitors; hit rate 0.53% among 400,000; AID 588579, 2011; further: on the % scale 0 is the no-effect control and ±100 the full control effect
#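 Readout: fluorescence, taken kinetically at 0 and 10 min. Conditions: 10 nM Pol kappa, 15 min RT compound preincubation, 50 nM substrate final. Controls: enzyme-free buffer wells.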
# APE1 inh: qHTS Assay for Inhibitors of the Human Apurinic/apyrimidinic Endonuclease 1 (APE1); Potency, µM (series often up to 65.8 µM), without a hit: at the top dose activity change, negative = inhibition, actives largely listed as inhibitors; hit rate 0.35% among 350,000; recombinant APE1, TAMRA/BHQ-2 abasic DNA cleavage fluorescence;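 further: plate controls were vehicle for no effect and reference inhibitor for full effect; nearly all actives have a fitted effect of over 55% in size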
# Target sequence (P27695 whole entry, looked up): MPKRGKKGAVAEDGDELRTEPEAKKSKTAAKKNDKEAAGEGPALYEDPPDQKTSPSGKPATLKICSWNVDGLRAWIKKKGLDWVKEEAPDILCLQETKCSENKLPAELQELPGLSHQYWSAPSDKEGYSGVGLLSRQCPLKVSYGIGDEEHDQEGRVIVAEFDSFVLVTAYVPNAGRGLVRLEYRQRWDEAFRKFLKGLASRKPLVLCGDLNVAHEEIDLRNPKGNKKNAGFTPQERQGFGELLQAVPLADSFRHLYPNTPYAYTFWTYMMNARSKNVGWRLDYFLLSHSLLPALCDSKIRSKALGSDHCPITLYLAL
#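 0.75 nM APE1 + cpd, 15 min RT; start w/ 50 nM TAMRA/BHQ-2 THF-abasic dsDNA; kinetic fluor 525/598 nm ×3 reads @60 s; Δ(read3−read1); normalized to DMSO and NSC13755 control wells.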
# Anesthetic bind: qHTS Assay for Identification of Novel General Anesthetics | Ferritin light chain (Equus caballus), P02791 | apoferritin/1-aminoanthracene competitive binding, fluorescence | Potency, µM (highest dose often 77.5 µM), inactives show top-dose activity change, negative = displacement, hits mostly inhibitors | hit rate 0.074% among 350,000; further: on the % scale 0 is the no-effect control and ±100 the full control effect; nearly all actives have a fitted effect of over 20% in size
#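 Apoferritin-based anesthetic binding model; compound displacement of fluorescent 1-AMA measured as endpoint fluorescence after 10 minutes at room temperature, scaled to free-ligand and complex controls.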
# POLB inh: qHTS Assay for Inhibitors of DNA Polymerase Beta; hit rate 1.3% among 340,000; Potency, µM (doses to about 114 µM), for the others: top-dose activity change, negative = inhibition, usual class: inhibitors; P06746; Pol beta primer extension/strand displacement, fluorescence kinetic; further: on the % scale 0 is the no-effect control and ±100 the full control effect
#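 10 nM enzyme + cpd, 15 min RT; start with substrate 50 nM final; read 0 min and after 10 min RT. Corrected, normalized data; 4-parameter Hill curve fit.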
# G9a block: qHTS Assay for Inhibitors of Histone Lysine Methyltransferase G9a. Histone-lysine N-methyltransferase EHMT2 (Homo sapiens), Q96KQ7. Potency, µM (series often up to 102 µM), inactives show at the top dose activity, negative = inhibition, most hits filed as inhibitors. G9a H3K9 monomethylation, AlphaScreen, 2 h. hit rate 8.8% among 350,000; further: on the % scale 0 is the no-effect control and ±100 the full control effect; nearly all actives have a fitted effect of over 75% in size
#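 Chemiluminescent proximity detection of H3K9 monomethylation, read after 10 min bead incubation in the dark. Reaction: 20 nM G9a, 500 nM biotin-H3K9 peptide, 20 uM SAM cofactor, 2 h, room temperature, following 15 min enzyme-compound preincubation.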
# BLM inh: qHTS Assay for Inhibitors of Bloom's syndrome helicase (BLM); recombinant BLM DNA unwinding, fluorescence dequenching; AID 2528, 2010; hit rate 0.2% among 350,000; Potency, µM (highest dose often 56.1 µM), without a hit: top-dose activity change, negative = inhibition, most hits filed as inhibitors;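 further: plate controls were vehicle for no effect and no enzyme for full effect; nearly all actives have a fitted effect of over 35% in size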
# Pol eta inh: qHTS for Inhibitors of Polymerase Eta | DNA polymerase eta (Homo sapiens), Q9Y253 | recombinant Pol eta, fluorescent DNA replication assay | Potency, µM (doses to about 114 µM), inactives show top-dose activity change, negative = inhibition, actives largely listed as inhibitors | hit rate 1.2% among 390,000; further: on the % scale 0 is the no-effect control and ±100 the full control effect
#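 Pol eta (10 nM) was preincubated with compounds for 15 min at room temperature, after which fluorescent replication substrate (50 nM final) was added to start the reaction. Fluorescence was read kinetically at 0 and 10 min.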
# * hit, by the source's call; ? = inconclusive; . = no result given; [ ] = dose if it differs, or a comment. The call rests on the fitted dose curve; in most records, active means well fitted curve in the direction sought with a large enough effect; inconclusive means small, poorly fitted or top-dose-only effect, or another doubt; inactive means no such curve, though single readings can be large; an effect the other way counts as inactive or inconclusive. Potency means the concentration at half of the fitted maximal effect. Not all compounds are listed. The share of hits here may be higher or lower than overall.
# Value order – BAZ2B inh	Pol iota inh	Pol kappa inh	APE1 inh	Anesthetic bind	POLB inh	G9a block	BLM inh	Pol eta inh
- O=C(Nc1cccc(F)c1)C1CCCN1S(=O)(=O)c1cccc2cccnc12 (centres undefined)
    -0.1%	24.2%	3.1%	2.9%	-17.9%	3.0%	-17.1%	0.0%	3.4%
- O=C(NCCc1csc(-c2ccccc2)n1)c1ccccc1F
    -0.4%	-20.0%	-0.2%	-0.9%	-21.4%	19.7%	39.9%[activator]	-7.5%	1.9%
- Cc1ccc(CN(Cc2ccccc2)C(=S)Nc2ccccc2C)o1
    -13.5%	27.6%	2.4%	4.3%	-5.4%	19.8%	-29.0%	-5.0%	-21.7%
- O=C(OCN1C(=O)c2ccccc2C1=O)c1ccccc1
    -4.7%	3.9%	-19.2%	12.3%	5.1%	9.1%	-1.8%[59 µM]	-4.0%	3.3%
- COCC(C)n1c(C)cc(C(=O)CSc2cc(C)c3ccccc3n2)c1C (centres undefined)
    ?	-5.6%	-2.5%	-3.4%	7.4%	-3.3%	-28.3%[59 µM]	-5.7%	-26.5%
- O=C(Nc1ccccc1N1CCOCC1)c1cccc(S(=O)(=O)N2CCOCC2)c1
    13.4%	47.5%[activator]	-1.0%	-6.5%	.	.	?	.	-13.8%
- CC(Nc1cc(N2CCN(C(=O)C(C)(C)C)CC2)ccc1[N+](=O)[O-])c1ccccc1 (centres undefined)
    ?	3.3%	-7.3%	-5.6%	?	1.1%	?	-7.3%	-6.8%
- O=C(COC(=O)C1CCC1)NCCc1ccc(Cl)cc1Cl
    -3.0%	25.4%	-3.3%	3.0%	0.8%	-2.7%	.	-10.2%	-25.3%
- COCc1c(C(=O)N/N=C/c2ccc(C)o2)nnn1-c1nonc1N
    0.2%	80.7%[activator]	-6.8%	5.6%	-5.5%	95.1%	?	-3.9%	-10.6%
- Cc1cc(NC(=O)CCC(=O)N(CC(=O)NC2CCCC2)Cc2ccco2)no1
    2.0%	22.0%	4.6%	-1.5%	-6.4%	-7.5%	9.1%[59 µM]	-1.9%	-10.8%
- COc1ccc(S(=O)(=O)N2CCOCC2)cc1NC(=O)c1ccc2c(c1)OCO2
    -4.0%	?	-8.6%	32.6%	.	.	-5.9%[2.33 µM]	.	-6.2%
- CN(CC(=O)N1CCc2ccccc2C1)S(=O)(=O)c1ccc2c(c1)c(=O)n(C)c(=O)n2C
    14.6%	?	-14.0%	17.7%	6.9%	1.6%	17.6%[59 µM]	-5.1%	-16.4%
- COc1ccc(OC)c(N2C(=O)C(Cl)=C(N3CCOCC3)C2=O)c1
    4.1%	20.4%	-4.2%	5.3%	?	0.3%	-25.9%	-1.4%	-16.1%
- Cc1ncc([N+](=O)[O-])n1CC(=O)NCc1ccccc1
    -23.2%	-0.4%[58.9 µM]	6.1%	-1.2%	-5.3%	-14.5%	16.2%	0.3%	-15.5%
- O=C(OCCCN=C1NS(=O)(=O)c2ccccc21)c1ccc(F)cc1
    4.5%	10.7%	-4.6%	0.9%	-16.2%	?	8.7%[59 µM]	-11.5%	0.9%
- CC(=O)NNc1cc(C)nc(NS(=O)(=O)c2ccc(C)cc2)n1
    -3.5%	14.4%	-9.4%	5.4%	-0.7%	16.0%	.	0.4%	-3.7%
- Cc1ccc(S(=O)(=O)N2CCN(CC(O)COc3ccccc3)CC2)cc1 (centres undefined)
    3.2%	108.7%[activator]	-0.2%	0.1%	-10.0%	-2.7%	16.5%	-1.8%	-21.6%
- NC(=O)C1CCN(C(=O)CC2(CC(=O)O)CCCC2)CC1
    8.3%	-5.4%	-2.5%	-8.0%	2.3%	45.0%	-7.9%	0.3%	2.3%
- COCCN(C(=O)COC(=O)CCC1CCCC1)c1c(N)n(Cc2ccccc2)c(=O)[nH]c1=O
    10.0%	17.8%	-6.0%	-2.0%	.	.	?	.	-4.6%
- CCC(=O)Oc1ccc(C(=O)Nc2ccc3c(c2)C(=O)N(C2CCCCC2)C3=O)cc1
    8.1%	13.7%	-5.7%	-1.3%	?	4.0%	-0.3%[59 µM]	-5.4%	-5.1%
- Cc1oc(-c2ccccc2F)nc1CS(=O)CC(=O)NCc1ccc(F)cc1 (centres undefined)
    8.2%	16.4%	11.9%	12.2%	?	1.1%	.	0.0%	-6.7%
- O=C(Cc1ccc(Br)cc1)OCC(=O)c1ccc2c(c1)OCCO2
    41.8%[activator][57.1 µM]	8.2%	0.0%	-3.9%	?	7.7%	9.4%[12.7 µM]	-12.0%	-15.7%
- Cc1ccc(C)c(CN2C(=O)c3ccccc3S(=O)(=O)c3ccc(C(=O)N4CCN(Cc5ccccc5)CC4)cc32)c1
    ?	?	-14.6%	.	-18.6%	33.5%	?	-9.4%	-19.4%
- Cn1nc(C(C)(C)C)cc1C(=O)Sc1cccc(Br)c1
    89.8%[activator]	37.8%[activator]	-13.0%	0.1%	-0.4%	-8.7%	298.1%[activator]	-4.7%	-8.3%
- CCN(CC)C(=O)c1ccc2c(c1)N(Cc1ccccc1)C(=O)CS2=O (centres undefined)
    -6.2%	15.9%	7.3%	15.4%	2.4%	-21.8%	7.1%[59 µM]	2.7%	-15.5%
- O=C(CCc1ccc(S(=O)(=O)NC2CCCCC2)cc1)NCc1ccc(Cl)cc1
    8.2%	15.4%	-14.2%	-1.4%	-5.1%	0.6%	24.7%[2.33 µM]	1.0%	-9.1%
- O=S(=O)(NCCCNS(=O)(=O)c1c(F)cccc1F)c1ccc2c(c1)OCCO2
    1.9%	-3.9%	0.7%	10.9%	.	.	13.6%[2.33 µM]	.	-7.9%
- CCOC(=O)C1=C(C)N(CC(C)C)C(=O)/C1=C\c1cccs1
    11.2µM*	46.1%[activator]	-1.1%	7.9%	-1.7%	32.7%	.	-3.5%	-20.9%
- O=C1CCCN1c1cc(Cl)ccc1Cl
    -4.3%	-8.5%	-1.7%	16.5%	-2.6%	25.9%	-1.4%[59 µM]	-7.0%	6.8%
- Cc1noc(C)c1C(=O)NCc1ccccc1F
    -4.7%	151.9%[activator]	-18.0%	-8.0%	-3.7%	18.8%	-9.9%	-0.8%	2.6%
- COc1ccc(NC(=O)/C(C#N)=C/c2ccc[nH]2)c(OC)c1
    -4.3%	?	-6.2%	-9.5%	-9.1%	14.1%	22.2%	-0.5%	-1.1%
- O=C(C[n+]1cc(-c2ccccc2)n2c1CCC2)OCc1ccccc1
    -5.5%	4.7%	-6.7%	-0.9%	-5.8%	13.9%	-33.4%	-5.1%	-13.0%
- Cc1c(C(=O)N(Cc2ccc(Cl)cc2)CC2CCCO2)oc2ccc(F)cc12 (centres undefined)
    46.5%[activator]	28.4%	-12.8%	.	-4.1%	-27.1%	77.7%[activator][59 µM]	-10.0%	-25.4%
- CCCCN(CC)CCCNC(=O)c1cc2cc3ccc(C)cc3nc2o1
    -8.1%	34.4%[activator]	-6.5%	-17.0%	-7.3%	13.9%	11.3%	45.0%[activator]	-1.3%
- CC1=Nc2cc(C(=O)NCc3ccco3)ccc2Sc2ccc(C)cc21
    ?	13.4%	-0.6%	-0.8%	-11.2%	-0.2%	-14.2%[59 µM]	-8.6%	?
- CC(CC(=O)Nc1ccc(F)cc1)S(=O)(=O)c1ccc2c(c1)NC(=O)CO2 (centres undefined)
    -21.0%	-3.4%	4.0%	61.0%[activator]	-6.2%	22.5%	17.1%	0.6%	-13.3%
- O=C(COC(=O)c1c(Cl)cccc1Cl)NC1CCCCC1
    -1.4%	10.2%	-9.8%	-2.4%	-14.9%	5.7%	5.8%	-6.6%	-6.9%
- CCNC(=O)CN(c1ccc(CC)cc1)S(C)(=O)=O
    -4.5%	11.3%	-13.5%	6.7%	-9.4%	21.6%	-1.9%	-2.0%	13.1%
- Cc1ccc(NC(=O)C2(c3ccccc3)CCOCC2)cc1
    -9.3%	46.7%[activator]	-1.9%	-2.9%	-7.4%	-22.5%	7.1%	-4.0%	-1.2%
- Cc1ccc(OCC(=O)N/N=C/c2c[nH]c3ccccc23)c([N+](=O)[O-])c1
    -34.1%	216.9%[activator]	-17.6%	1.3%	-17.5%	5.9%	5.5%	-5.8%	-22.9%

# Copied from the list:
# Reading of `CC1=Nc2cc(C(=O)NCc3ccco3)ccc2Sc2ccc(C)cc21` under G9a block: -14.2%[59 µM]
# Reading of `CCNC(=O)CN(c1ccc(CC)cc1)S(C)(=O)=O` under POLB inh: 21.6%

# The list goes on:
# Value order – BAZ2B inh	Pol iota inh	Pol kappa inh	APE1 inh	Anesthetic bind	POLB inh	G9a block	BLM inh	Pol eta inh
- Cc1ccc(NC(=O)C2CCN(C(=O)c3ccccc3C)CC2)nc1
    7.9%	27.7%	-13.0%	15.7%	.	.	-41.2%	.	-8.2%
- CCOC(=O)C1=C(C)NC2=C(C(=O)CCC2)C1c1cc(OC)ccc1OC (centres undefined)
    8.1%	11.3%	-16.2%	?	-8.5%	3.4%	7.9%[2.33 µM]	-7.7%	-5.2%
- O=C1CCc2cc(S(=O)(=O)NC3CCCCC3)ccc2N1
    -2.3%	17.8%	2.4%	-3.6%	.	.	?	.	-16.6%
- CO[C@H]1[C@H](O[C@H]2O[C@@H](C)[C@@H](O[C@@H]3C[C@](C)(O)[C@H](OC(=O)CC(C)C)[C@H](C)O3)[C@@H](N(C)C)[C@@H]2O)[C@@H](CC=O)C[C@@H](C)[C@@H](O)/C=C\C=C/C[C@@H](C)OC(=O)C[C@H]1OC(C)=O
    .	.	-4.9%[19.4 µM]	.	-9.9%[29.3 µM]	.	19.8%[21.5 µM]	-10.6%[21.4 µM]	.
